EBV LMP1 NFkB: inhibitors of Epstein-Barr LMP1-induced NF-kappaB reporter | LMP1-induced NF-kappaB luciferase reporter cells, luminescence | inhibition, % at 12.5 µM | actives 0.69% (n = 350,000); in the data active means inhibition above about 41%;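 further: 0% = neutral control wells and 100% = reference inhibitor control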
Shn3 inh set2: Schnurri-3 reporter inhibition in Clone20 osteoblasts. inhibition, % at 12.5 µM. Clone20 osteoblast Shn3 3'UTR firefly luciferase, 24 h. actives 0.52% (n = 360,000);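 active means mean inhibition of at least 75% with every replicate also reaching 75%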;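 further: 0% = median of neutral control wells and 100% = pilot-screen positive control compound; some compounds past the cut are filed as inactive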
NR2E3 ag-1: activates human photoreceptor nuclear receptor NR2E3; AID 2300; GST-NR2E3/biotin-RetCOR TR-FRET, 1536-well; Q9Y5X4; actives 0.12% (n = 320,000); inhibition of corepressor binding, % at 4.78 µM;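 active means percent inhibition above the cutoff of mean plus 3 SD of all tested compounds, set per screening campaign, cut at about 20% in these data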;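 further: 0% = DMSO wells and 100% = biotin wells as full block of FRET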
Target sequence (Q9Y5X4 whole entry, looked up): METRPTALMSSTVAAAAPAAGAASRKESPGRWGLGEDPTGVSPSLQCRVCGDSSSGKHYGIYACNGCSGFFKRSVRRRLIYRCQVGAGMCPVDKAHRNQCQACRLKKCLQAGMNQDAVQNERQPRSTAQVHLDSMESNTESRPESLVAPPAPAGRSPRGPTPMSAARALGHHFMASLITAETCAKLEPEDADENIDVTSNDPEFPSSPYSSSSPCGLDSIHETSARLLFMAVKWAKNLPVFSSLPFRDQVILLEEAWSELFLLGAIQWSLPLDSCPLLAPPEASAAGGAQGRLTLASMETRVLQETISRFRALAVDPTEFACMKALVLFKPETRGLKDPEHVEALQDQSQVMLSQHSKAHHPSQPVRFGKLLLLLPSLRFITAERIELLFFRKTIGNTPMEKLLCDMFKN
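Test system: GST-NR2E3 and biotin-RetCOR proteins | Quantity: 1.35 nM GST-tagged NR2E3 final | Medium: Tris pH 7.5 | Also added: 7 nM biotin-RetCOR | Dosing: Compound at 4.8 µM, single dose | Timing: 5 h at 4 °C | Detection: Time-resolved FRET | Read-out basis: Percent inhibition | Benchmarks: Biotin wells as high control, 0.6% DMSO wells as low control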
NR2E3 ag-2: activates human NR2E3 receptor | inhibition of corepressor binding, % at 3.98 µM | CHO-S Gal4-NCOR/VP16-NR2E3 two-hybrid, luciferase | AID 602229 | actives 0.35% (n = 360,000) | Q9Y5X4;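 active means inhibition above the mean of all tested compounds plus 3 SD, cut at about 70% in these data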;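 further: 0% = DMSO with NR2E3 transfected cells and 100% = cells lacking NR2E3 construct; higher means lower luciferase signal from less NR2E3 corepressor binding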
KKLEB cytotox: counter-screen for CF NF-kB inhibitors: cytotoxicity; KKLEB CF airway cells viability, ATPlite luminescence, overnight; stronger effect = lower value; cells stimulated with P. aeruginosa culture filtrate; activity change (cytotoxicity), % at 5 µM; actives 0.36% (n = 360,000); AID 602141;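 active means corrected activity change at or below -50% at 5 µM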
CF NFkB block: cystic fibrosis NF-kB activation inhibition. KKLEB NF-kB-GFP reporter, PAF-induced, GFP fluorescence overnight. inhibition, % at 5 µM. actives 0.86% (n = 360,000). AID 588850;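 active means at least 50% inhibition at 5 µM, scaled per plate between neutral and stimulator controls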;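 further: PAF is a Pseudomonas aeruginosa culture filtrate used as stimulus; plate controls were PAF-stimulated DMSO wells for no effect and unstimulated DMSO wells for full effect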
Peg3 prom inh: Peg3 promoter activity inhibition. HeLa PEG-Prom luciferase reporter, luminescence, overnight. inhibition, % at 20 µM. actives 1.7% (n = 360,000). AID 588405;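 active means inhibition of at least 50% at 20 µM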
TRPM1 prom inh: inhibitors of MITF-driven TRPM1 promoter in melanoma cells; actives 0.83% (n = 330,000); SK-MEL-5 TRPM1 promoter luciferase, 24 h; inhibition, % at 12.5 µM; AID 488899;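 active means mean inhibition across replicates of 60% or more, whatever share of single replicates reaches that level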; further: values of inactives mirror those of a sister screen read the other way
HIF-2a block: blocks HIF-2a reporter activity | 786-0 RCC cells HIF-2a reporter, luciferase luminescence, overnight | inhibition, % at 18.8 µM | actives 0.72% (n = 360,000) | AID 624352;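 active means inhibition of the luminescence signal of 40% or more relative to plate controls, in a single-dose primary screen at 18.75 µM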
TRAIL sens C8: caspase-8 TRAIL sensitization; actives 1% (n = 360,000); inhibition (viability loss, TRAIL sensitization), % at 10 µM; NB7+C8 cells + TRAIL, ATPlite viability luminescence;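 active means compounds causing at least 50% loss of cell viability in the single-dose screen, relative to plate controls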
hiPSC survival: hiPSC single-cell survival enhancement. survival enhancement, % at 20 µM. actives 0.044% (n = 360,000). AID 602274. ATPlite luminescence; 100% = ROCK inhibitor wells, 0% = DMSO; in the data active means survival enhancement above about 18%;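 further: cells exposed to compounds for 16 hours before the ATP read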
An asterisk follows results filed as active; · = not tested or not shown; & = joins results of further samples. This is a subset; rates above refer to the full screens.

Order of values – EBV LMP1 NFkB	Shn3 inh set2	NR2E3 ag-1	NR2E3 ag-2	KKLEB cytotox	CF NFkB block	Peg3 prom inh	TRPM1 prom inh	HIF-2a block	TRAIL sens C8	hiPSC survival
(1) Cc1nnc(SCC(=O)N2CC(C)OC(C)C2)n1-c1ccccc1 (stereo unspecified)
    7	13	1	0	-8	22	0	10	14	28	-0.5
(2) COc1ccc(Cl)cc1CNC[C@H]1O[C@@H](n2ccc(N)nc2=O)[C@H](O)[C@@H]1O
    -2	2	·	-16	-1	22	5	·	1	-10	-2.4
(3) CCOCCCNc1nc(-c2ccccc2)nc2ccccc12
    -2	16	1	1	-3	0	23	2	3	-2	-0.2
(4) CCOC(=O)Cn1nc(-c2ccc(C)cc2)c2ccccc2c1=O
    2	11	2	-19	-21	-2	-19	-12	-41	-5	0.2
(5) C=CCOc1ccc(/C=C/C(=O)OCC(=O)NCC2CCCO2)cc1 (stereo unspecified)
    -6	-30	-4	-25	-8	1	-16	4	17	7	0.1
(6) c1ccc2[nH]c(NCc3ccc4c(c3)OCO4)nc2c1
    -4	-53	5	-123	-4	10	-169	-61	-186	14	-2.5
(7) CC1CCCCC1NC(=O)CCS(=O)(=O)c1cc2c(cc1Cl)NC(=O)CO2 (stereo unspecified)
    5	-7	-4	-5	2	11	6	7	7	-14	-0.4
(8) COc1ccc(C(O)c2nc(-c3cccs3)cs2)cc1 (stereo unspecified)
    ·	-19	·	-21	20	-22	-28	·	-80	13	0.5
(9) NC(=O)c1ccccc1OCC(=O)NC12CC3CC(CC(C3)C1)C2
    -2	-11	2	0	1	2	-10	0	15	5	0.7
(10) Cc1nnc(NC(=O)COc2ccc3c(C)cc(=O)oc3c2)s1
    -12	-7	-1	-3	-6	14	-17	-6	0	-9	-1.8
(11) C=CCN(CC=C)C(=O)c1cc(Cl)ccc1[N+](=O)[O-]
    -2	-9	-2	-9	9	10	13	-4	15	-6	-0.9
(12) CC(=O)Nc1ccc(S(=O)(=O)Nc2nnc(Cc3ccc(Cl)cc3)s2)cc1
    -12	-4	5	15	1	6	-9	-13	6	4	-0.2
(13) CC1(C(=O)NCc2cccnc2)Cc2c(-c3cccc(C(F)(F)F)c3)ccnc2O1 (stereo unspecified)
    ·	10	·	-14	2	23	24	·	19	22	0.9
(14) Cc1ccnc(NC(=O)CCCc2c[nH]c3ccccc23)c1
    -2	-15	0	21	-10	15	-18	0	-118	1	0.6
(15) CC(NC(=O)C1CCCN(S(=O)(=O)N2CCOCC2)C1)c1ccccc1 (stereo unspecified)
    -1	0	-4	-43	5	-13	12	2	-4	-18	-0.4
(16) Cc1cc(NCCCN2CCOCC2)n2nc(C)c(-c3ccc(F)cc3)c2n1
    -1	6	-2	6	-2	7	15	-2	9	17	-0.4
(17) CC(=O)Nc1cccc(-c2cc(NC=O)c3ncc(-c4cccc(C(C)=O)c4)n3c2)c1
    ·	-57	·	5	-25	48	44	·	14	21	-3.9
(18) COCCn1c(SC(C)C(=O)NCC2CCCO2)nc2scc(-c3ccc(F)cc3)c2c1=O (stereo unspecified)
    4	22	2	1	-10	-1	21	3	27	-11	-0.4
(19) CC(C)OCCCNC(=O)C1CCC(CNS(=O)(=O)c2ccc(Cl)cc2)CC1 (stereo unspecified)
    0	13	0	5	9	2	3	-8	2	0	-0.6
(20) O=c1c2cc([N+](=O)[O-])cc([N+](=O)[O-])c2[nH]n1-c1ccccc1
    7	-10	-8	-17	4	-14	-21	20	1	-7	0.7
(21) Cc1cccc(CNC(=O)Cn2ccc3cc(S(=O)(=O)N4CCCC4)ccc32)c1
    2	-17	1	-7	-24	0	-14	-1	-4	-6	0.2
(22) CC1(CNC(=O)C(=O)NCC2(C)CO2)CO1 (stereo unspecified)
    11	-2	·	-11	-3	-2	9	-16	3	-4	-2.0
(23) COc1cccc(NC(=O)C(Sc2nnc(-c3ccncc3)n2-c2ccc(Cl)cc2)c2ccccc2)c1 (stereo unspecified)
    1	20	0	-37	-8	-10	25	-6	6	11	-1.6
(24) Cc1onc(C(=O)NCc2cccs2)c1[N+](=O)[O-]
    -4	-8	3	0	-2	0	-3	-3	14	-7	-1.7
(25) CC1CC(C)CN(S(=O)(=O)c2ccc3c(c2)oc(=O)n3CC(=O)N2CCOCC2)C1 (stereo unspecified)
    0	17	7	-21	1	-4	18	-16	13	-1	0.6
(26) COc1ccccc1NC(=O)CSc1nnnn1C1CCCC1
    -5	-2	·	3	-8	-12	-3	13	6	-2	0.2
(27) CCC(C)c1ccccc1NC(=O)CN(C)CC(=O)Nc1ccccc1SC (stereo unspecified)
    3	7	-3	-26	10	-13	8	7	14	5	0.1
(28) CCc1cc[n+](-c2nc([O-])sc2C=O)cc1
    -3	1	2	-5	14	2	4	-1	15	-11	0.9
(29) CCCCNC(=O)C1CCN(c2nc(C)cc(C)n2)CC1
    -8	-14	-1	-17	2	-10	8	-3	18	11	-0.6
(30) CCCn1c2ccccc2c2cc(C(=O)O)ccc21
    2	-1	-3	3	25	-12	6	8	13	0	0.0
(31) CC(C)NC(=O)C(c1ccc(F)cc1)N(C(=O)CCC(=O)Nc1ccccn1)C1CCCCC1 (stereo unspecified)
    -4	3	2	-2	1	6	17	-7	19	7	0.0
(32) Cc1c(CC(=O)NCCCCCC(=O)O)c(=O)oc2cc3c(cc12)CCC(C)(C)O3
    4	-6	·	8	7	14	9	-4	12	33	-0.6
(33) O=C(NC(=S)Nc1ccc(N2CCOCC2)cc1)c1ccco1
    -21	-37	3	-56	-4	12	-123	-43	-154	28	-1.7
(34) O=C(Nc1ccccc1Cl)OC1CCCCC1
    -18	-35	-4	-24	6	11	-37	-59	-27	7	0.1
(35) Cc1ccccc1NC(=O)/C=C1\SC(=O)NC1=O
    6	2	2	5	-4	-2	15	11	2	4	0.9
(36) O=C(Nc1cccc(Br)c1)c1ccc(CSc2ccccc2)cc1
    12	-20	-2	-18	-4	-9	-70	-59	-103	-10	-2.3
(37) O=C(NCC1CCCO1)c1ccc2c(=O)n(Cc3ccc(Cl)cc3)c(=S)[nH]c2c1 (stereo unspecified)
    1	65	3	-2	-3	-14	2	1	16	-8	-0.4
(38) O=C(Oc1ccc(C(=S)N2CCOCC2)cc1)c1ccc([N+](=O)[O-])cc1[N+](=O)[O-]
    1	4	2	-15	1	-12	11	·	9	-3	2.8
(39) COc1ccc(C(=O)NCC(=O)N/N=C/c2cn(C)c3ccccc23)cc1OC
    5	-2	·	8	11	-21	20	3	5	2	-0.5
(40) COc1ccc(OC)c(NC(=O)C(C)OC(=O)c2cc3ccccc3[nH]2)c1 (stereo unspecified)
    22	42	·	16	-8	-4	30	32	25	-5	-0.6
(41) CCN1CCN(CCCNc2ncnc3nc[nH]c23)CC1
    9	-5	2	-8	-9	24	0	14	4	8	-0.5
(42) O=C(O)CC(NC(=O)c1sc2ccccc2c1Cl)c1ccc(OC2CCCC2)cc1 (stereo unspecified)
    -1	1	6	35	4	-10	-4	6	-1	3	0.3
(43) COc1ccc2nc(SCC(=O)NCc3ccccc3)[nH]c2c1
    1	3	·	-12	-8	15	8	10	9	4	-0.4
(44) COc1ccccc1-n1nnnc1SCC(=O)NCC1(N2CCCCC2)CCCCC1
    -11	-12	·	1	2	-20	-3	-5	-3	2	-0.6
(45) CN(CC(=O)NCCc1ccc(S(N)(=O)=O)cc1)CC(=O)Nc1ccccc1Cl
    1	-17	4	0	1	4	-2	·	6	1	0.9
(46) CC1CCCC(C)N1NC(=O)c1ccc(Cl)c(S(N)(=O)=O)c1 (stereo unspecified)
    -5	-5&-3	1	7	0	-14	9	-8	2	13	1.2
(47) COc1cc(CNCc2cccs2)cc(Br)c1OC
    -2	11	1	11	-6	4	-19	-12	-18	0	7.8
(48) CCN(CC)c1ccc(NC(=O)c2cc(Cl)ccc2OC)cc1
    1	-2	0	-53	-9	0	-25	-2	-38	13	-2.3
(49) CSc1sc(C)cc1C=O
    -2	8	2	-18	11	-4	12	-9	14	-2	2.1
(50) Cc1cccc(NC(=S)Nc2ccc(Br)cc2)c1
    -11	1	-1	21	-22	10	-59	-9	-156	15	-2.8
(51) COc1ccccc1/C=C/C=NC1C(=O)N(c2ccccc2)[N+](C)=C1C (stereo unspecified)
    -4	-1	0	-7	6	-16	-17	15	-18	-40	0.7
(52) CC(C)Oc1ccc(/C(O)=C2/C(=O)C(=O)N(CCN(C)C)C2c2ccco2)cc1 (stereo unspecified)
    -12	-9	3	-8	1	-9	-3	-26	-48	3	8.0
(53) Cn1c(N)c(S(=O)(=O)N2CCN(C(=O)c3ccco3)CC2)c(=O)n(C)c1=O
    3	-11	3	-10	6	-9	0	3	23	3	2.0
(54) Cc1noc(NS(=O)(=O)c2ccc(NC(=O)CCC3CCCCC3)cc2)c1C
    3	7	0	-19	19	-20	1	11	11	-17	-0.8
(55) Cc1cc(N2CCOCC2)nc(-c2ccccc2O)n1
    -3	-13	3	16	-3	20	-58	-10	-23	3	1.9
(56) CC(CNS(=O)(=O)c1ccccc1)(c1ccccc1)N1CCOCC1 (stereo unspecified)
    -58	10	-2	2	-5	-13	7	3	8	2	-0.8
(57) CCOC(=O)c1ccccc1NC(=O)Cc1ccc(OC)c(S(=O)(=O)N2CCOCC2)c1
    -5	15	·	-16	-18	25	8	-4	13	-1	-1.7
(58) CC1C(=O)N(Cc2cn(CCC3OCCO3)nn2)CCS(=O)(=O)N1Cc1ccc(-c2ccc(F)cc2)cc1 (stereo unspecified)
    -4	31	·	-2	5	-34	1	·	-12	0	-0.9
(59) Cc1ccc(-c2cc(C(=O)Nc3cccnc3)[nH]n2)c(O)c1C
    -12	-76	-2	-8	-5	1	-263	-100	-426	-21	-0.6
(60) CC(CNC(=O)Cn1cnc2c(OCc3ccccc3)ncnc21)c1ccccc1 (stereo unspecified)
    -4	-10	·	-12	-1	-8	1	3	-1	2	0.3
(61) O=C(NCCc1ccccc1)c1cc(=O)[nH]c2ccccc12
    -1	-1	2	-3	7	-1	25	4	13	-12	0.0
(62) Clc1nc(-c2ccccc2)cc(-c2ccccc2)n1
    24	79	-3	-19	7	-10	-9	6	-38	10	2.7
(63) CC(OC(=O)CCc1nc2ccccc2c(=O)[nH]1)C(=O)NC1CCCC1 (stereo unspecified)
    1	13	1	6	1	-17	7	9	23	0	-0.4

Two neighbouring records out of the list so far, quoted:
Order of values – EBV LMP1 NFkB	Shn3 inh set2	NR2E3 ag-1	NR2E3 ag-2	KKLEB cytotox	CF NFkB block	Peg3 prom inh	TRPM1 prom inh	HIF-2a block	TRAIL sens C8	hiPSC survival
(3) CCOCCCNc1nc(-c2ccccc2)nc2ccccc12
    -2	16	1	1	-3	0	23	2	3	-2	-0.2
(4) CCOC(=O)Cn1nc(-c2ccc(C)cc2)c2ccccc2c1=O
    2	11	2	-19	-21	-2	-19	-12	-41	-5	0.2

Screening data as filed in PubChem.
